KCNQ2 inh: KCNQ2 potassium channel inhibitors, primary screen, cell-based, CHO-K1, FluxOR thallium flux, B-score (AID 2156). Potassium voltage-gated channel subfamily KQT member 2 (Rattus norvegicus), O88943. 20 min; active compounds read low. B-score at 10 µM. 1.1% of 310,000 active;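 active = fluorescence ratio B-score at most minus 3 library SDs, with starting brightness B-score within 2 library SDs, cut at about -5.5 in these data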
Kir21 inh: inhibitors of mouse Kir2.1 inward-rectifier potassium channel. B-score at 10 µM. Inward rectifier potassium channel 2 (Mus musculus), P35561. AID 1672, 2009. 0.85% of 310,000 active. HEK293-Kir2.1, FluxOR thallium flux fluorescence; active compounds read low;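 active = fluorescence ratio B-score at or below minus 3 SD of library scores, with starting-brightness B-score within 2 SD, cut at about -4.2 in these data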;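 note: channel flux triggered by added potassium and thallium sulfate stimulus; B-score of peak minus minimum fluorescence over baseline after thallium stimulus; more negative B-score means stronger Kir2.1 block with less thallium influx; some compounds called inactive have numbers as strong as hits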
Target sequence (P35561 whole entry, looked up): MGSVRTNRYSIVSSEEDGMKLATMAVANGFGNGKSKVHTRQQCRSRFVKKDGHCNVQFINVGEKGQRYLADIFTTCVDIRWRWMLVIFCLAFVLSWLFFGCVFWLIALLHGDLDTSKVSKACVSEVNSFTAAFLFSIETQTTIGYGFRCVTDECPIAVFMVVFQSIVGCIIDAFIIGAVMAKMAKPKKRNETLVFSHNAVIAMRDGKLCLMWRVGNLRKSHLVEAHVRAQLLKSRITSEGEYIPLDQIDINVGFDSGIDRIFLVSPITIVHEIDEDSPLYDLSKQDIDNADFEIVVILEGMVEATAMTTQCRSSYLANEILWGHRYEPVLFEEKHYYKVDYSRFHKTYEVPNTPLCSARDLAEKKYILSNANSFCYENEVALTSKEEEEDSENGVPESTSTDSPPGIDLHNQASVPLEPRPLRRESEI
An asterisk follows results filed as active; i = inactive.

SMILES | KCNQ2 inh | Kir21 inh
Fc1cccc(/C=C2\CCCC3=C2NC(=S)NC3c2cccc(F)c2)c1 (stereo not drawn) | i | 0.73
COc1ccc(N(Cc2ccccc2)N=O)cc1 | i | -2.4
Nc1cc(=O)[nH]c(SCc2nc3ccccc3n2Cc2ccccc2)n1 | i | 0.16
Oc1ccc(N2CCN(Cc3cc4c(cc3Br)OCCO4)CC2)cc1 | i | -0.17
CCc1sc(N(C(=O)Cc2ccccc2)c2cccc(F)c2)nc1-c1ccc(C)cc1 | i | 0.87
Cc1ccc(CS(=O)Cc2ccc(C(=O)N3CCN(c4ccccc4)CC3)o2)cc1 (stereo not drawn) | i | -0.44
CCCNC(=O)Cn1c(=O)oc2ccccc21 | i | -1.12
COC(=O)C1=C(C(=O)OC)[C@@H]2N(Cc3ccccc3)c3ccccc3[C@@]23C[C@@H](C(=O)OC)N(C(C)=O)C3=N1 | i | -0.16
CC/C(C)=N/NC(=S)NCc1ccco1 | i | -1.19
Cc1ccc(N=Cc2cccc(O)c2O)c(C)c1 | i | 1.54
CC(Cc1ccccc1)C(=O)N1CCN(C)CC1 (stereo not drawn) | i | -0.64
O=C(/C=C/c1cccs1)NC(=S)Nc1ccc(C(=O)O)cc1 | i | -0.69
O=C(c1cccc([N+](=O)[O-])c1)n1nc(-c2ccccc2)nc1NCc1ccccc1 | i | 0
O=C(O)CSCC(=O)NCc1ccccc1Cl | i | 0.31
O=C(NCc1cccnc1)C1CCC(c2ccc(Cl)cc2)CC1 (stereo not drawn) | i | -2.44
Cc1ccc(C(=O)N/N=C/c2ccc(-c3cccc(C(F)(F)F)c3)o2)cn1 | i | 0.16
Cc1ccccc1NC(=O)C1CCCN(c2ncnc3onc(-c4ccc(F)cc4)c23)C1 (stereo not drawn) | i | 0.24
CCOC(=O)C(=O)Nc1ccc(F)cc1 | i | 0.16
COc1ccc(C2(NC(C)=O)CCN(C(=O)c3cccs3)CC2)cc1 | i | 1.14
O=C(C#Cc1ccccc1)c1cccc([N+](=O)[O-])c1 | i | 0.61

Ordered by value in Kir21 inh (rising): 3 from the list above
smiles | Kir21 inh
O=C(NCc1cccnc1)C1CCC(c2ccc(Cl)cc2)CC1 (stereo not drawn) | -2.44
O=C(c1cccc([N+](=O)[O-])c1)n1nc(-c2ccccc2)nc1NCc1ccccc1 | 0
Cc1ccc(C(=O)N/N=C/c2ccc(-c3cccc(C(F)(F)F)c3)o2)cn1 | 0.16

The list continues:
SMILES | KCNQ2 inh | Kir21 inh
O=S(=O)(c1ccc(Oc2ccc(F)c(Cl)c2)nc1)N1CCOCC1 | i | 0.46
N#Cc1nc(-c2cccc(Cl)c2)oc1NCc1cccnc1 | i | 0.65
S=c1[nH]nc(-c2ccc(Cl)cc2)n1/N=C/c1ccco1 | i | -1.1
CCOC(=O)c1sc(N2C(=O)C(O)=C(C(=O)c3ccco3)C2c2cccc([N+](=O)[O-])c2)nc1C (stereo not drawn) | i | 1.44
CSc1ccccc1NC(=O)CN(C)Cc1cc(=O)n2ccsc2n1 | i | -0.43
Cc1cccc(C(CC(=O)O)n2cccc2)c1 (stereo not drawn) | i | -0.62
COc1ccc(S(=O)(=O)N2CCCCC2)cc1C(=O)N1CCCC1 | i | 0.09
CC(=O)c1cccc(NC(=O)CSc2nnc(C(C)N(C)C)n2-c2ccc(F)cc2)c1 (stereo not drawn) | i | 0.2
CCOC(=O)c1cccc(NC(=O)C2CCCN2S(=O)(=O)c2cccc3cccnc23)c1 (stereo not drawn) | i | 1.79
CCOc1ncccc1C(=O)NC(C)CCc1ccccc1 (stereo not drawn) | i | -2.43
CCOC(=O)c1cc2ccc(OC)c(OC)c2c(=O)s1 | i | -1.55
COc1ccccc1C1NC(=O)c2ccccc2O1 (stereo not drawn) | i | 0.02
COc1ccc2[nH]cc(CCN3C(=O)CCC3=O)c2c1 | i | 0.08
O=C(CSc1nnc(SCc2ccc(Cl)cc2)s1)N/N=C/c1ccccc1Cl | i | -1.29
CC(=O)Nc1ccc(S(=O)(=O)NC2CCCCCC2)cc1 | i | 0.39
COc1ccc(NC(=S)NC2CC3CCCC(C2)N3C2CC2)cc1 (stereo not drawn) | i | -3.4
CC1CC(C)CN(C(=O)c2cn(C)c3ccc(S(=O)(=O)N(C)C)cc3c2=O)C1 (stereo not drawn) | i | 0.78
COc1ccc(Cc2nnc(NC(C)=O)s2)cc1 | i | 0.02
CCCCCn1c(=O)[nH]c2cc(C(=O)NCCN3C(C)CCCC3C)ccc2c1=O (stereo not drawn) | i | -0.14
CCC1CCCCN1S(=O)(=O)c1ccc(-n2cnnn2)c(C)c1 (stereo not drawn) | i | 0.04
CCN1C=C(C(=O)OC)C(c2cccc(OC)c2OC)C(C(=O)OC)=C1 | i | -1.57
CCCN(CC1CC1)C(=S)Nc1ccccc1F | i | -0.05
CCN(CC)c1ccc(NC(=O)Nc2ccccc2C(F)(F)F)cc1 | i | -0.99
Cc1ccnc(NS(=O)(=O)Cc2ccccc2)c1 | i | -2.16
COc1ccc(/C=C/C(=O)OCC(=O)NCc2cccs2)cc1OC | i | -2.13
CCN1C(=O)[C@H]2[C@@H](c3ccc(-c4ccccc4)cc3)N[C@@](Cc3ccccc3)(C(=O)OC)[C@H]2C1=O | i | -0.64
COc1ccc(NC(=S)N(CCN(C)C)C(C)c2ccncc2)cc1Cl (stereo not drawn) | i | 1.23
COc1ccc(CCNC(=O)C(=O)NCC2CCNCC2)cc1OC | i | -0.49
CCOc1ccccc1N(C)S(=O)(=O)c1ccc2c(c1)CCN2C(=O)CCC(=O)O | i | 0.5
COC(=O)c1ccc(CN2CCCC(C(=O)Nc3cccc(-n4cccn4)c3)C2)cc1 (stereo not drawn) | i | -0.75
CN1CC(=O)N(CC(=O)Nc2ccc(SC(F)F)cc2)C1=O | i | 0.15
Cc1cc2c3c(c1C)C1(C(=O)N3C(C)(C)CC2C)C(C#N)=C(N)OC2=C1C(=O)CC(C)(C)C2 (stereo not drawn) | i | -1.09
O=C(NCCc1ccccc1Cl)C1CCC(=O)N(CC2CCCCC2)C1 (stereo not drawn) | i | -0.11
Cc1ccc(CN(C)C(=O)c2ccc(NS(=O)(=O)c3ccc4[nH]c(=O)[nH]c4c3)cc2)cc1 | i | 0.78
CCOc1cccc(C(=O)NC(c2ccccc2)C(C)C)c1 (stereo not drawn) | i | 1.34
Clc1ncc2[nH]cnc2n1 | i | 1.29
Cc1nc(-c2ccc(Cl)cc2)sc1C(=O)CBr | i | 1.93
COc1ccc(-c2csc(NC(=O)COC(=O)c3ccco3)n2)cc1 | i | -1.46
Cc1cc(C)nc(NC(=O)c2c(-c3ccccc3Cl)noc2C)n1 | i | 1.35
Cc1ccc(S(=O)(=O)NN=C2CCN(Cc3ccccc3)CC2)cc1 | i | 0.69
COCCNS(=O)(=O)c1ccc(C)c(C)c1C | i | 0.9
CCCCNC(=O)c1ccc2nc(-c3ccco3)c(-c3ccco3)nc2c1 | i | -0.38
CCCc1cc(C(F)(F)F)c(C#N)c(=O)[nH]1 | i | 0.29
O=C(CNC(=O)c1ccccc1Br)N/N=C/c1cccnc1 | i | -0.87
Cc1ccc(/C=N/NC(=O)COc2ccc(Cl)c(C)c2)o1 | i | 0.14
CNC(C)C#Cc1ccc2c(=O)c3c(OC)cccc3oc2c1 (stereo not drawn) | i | 1.62
COc1ccc(-n2c(SCC(=O)N3CCOCC3)nnc2C(C)N2CCCCC2)cc1 (stereo not drawn) | i | 0.45
Nc1c(N2CCCC2)cc(Cl)c2nonc12 | i | -0.28
CCCc1ccc(Oc2cc(Cl)nc(N)n2)cc1 | i | 0.54
CCc1csc(CNC(=O)C2CCC(=O)N(Cc3cccc(F)c3)C2)n1 (stereo not drawn) | i | -1.69

Some values from the list:
Kir21 inh with CNC(C)C#Cc1ccc2c(=O)c3c(OC)cccc3oc2c1 (stereo not drawn) reads 1.62
Kir21 inh with CCCCNC(=O)c1ccc2nc(-c3ccco3)c(-c3ccco3)nc2c1 reads -0.38

Pulled by structure from the entries so far:
SMILES | KCNQ2 inh | Kir21 inh
CCCCNC(=O)c1ccc2nc(-c3ccco3)c(-c3ccco3)nc2c1 | i | -0.38
Cc1ccc(/C=N/NC(=O)COc2ccc(Cl)c(C)c2)o1 | i | 0.14
CCc1csc(CNC(=O)C2CCC(=O)N(Cc3cccc(F)c3)C2)n1 (stereo not drawn) | i | -1.69
O=C(CNC(=O)c1ccccc1Br)N/N=C/c1cccnc1 | i | -0.87
CCCc1cc(C(F)(F)F)c(C#N)c(=O)[nH]1 | i | 0.29
Nc1c(N2CCCC2)cc(Cl)c2nonc12 | i | -0.28
COc1ccc(-n2c(SCC(=O)N3CCOCC3)nnc2C(C)N2CCCCC2)cc1 (stereo not drawn) | i | 0.45

(list continues)
SMILES | KCNQ2 inh | Kir21 inh
COc1cccc(N2CC(C(=O)NCc3n[nH]c(=O)c4ccccc34)CC2=O)c1 (stereo not drawn) | i | -0.64
O=C(CSc1nc2ccccc2s1)N1CCN(C(=O)c2ccco2)CC1 | i | -0.79
CN(C)C(=O)C12CCC(C)(C(=O)C1Br)C2(C)C (stereo not drawn) | i | -1.63
COC(=O)C1=C(C)N(CCCC(=O)O)C(=O)NC1c1cc2c(cc1[N+](=O)[O-])OCO2 (stereo not drawn) | i | 0.91
COc1ccc(NC(=O)Cn2cnc3sc(C)c(S(=O)(=O)N4CCN(C)CC4)c3c2=O)cc1OC | i | 0.29
CCNC(=S)N(CCc1ccccc1C)Cc1cc2cc(OC)c(OC)cc2[nH]c1=O | i | 1.06
Cc1cccnc1NC(=O)c1ccc(C(=O)c2ccccc2)cc1 | i | -1.52
COCCNc1ncnc2c1cnn2Cc1ccccc1Cl | i | -0.01
NC(N)=NNC(=O)c1ccccc1Cl | i | 0.18
CCOC(=O)CN(C)Cc1cn[nH]c1-c1ccc2cc(OC)ccc2c1 | i | -0.43
O=Cc1ccc(-c2nc3ccccc3s2)o1 | i | 0.97
CC(=O)N1CCN(c2nnnn2-c2ccccc2)CC1 | i | -1.73
Cc1ccc(-c2nn(-c3ccccc3)cc2/C=N/NS(=O)(=O)c2ccccc2)cc1 | i | 0.58
COc1ccc(CCNC(=O)Cn2cnc3c(nnn3Cc3ccc(C)cc3)c2=O)cc1OC | i | 2.62
Cn1nc(-c2ccc(N3CCCCC3)c(NC(=O)c3ccco3)c2)c2ccccc2c1=O | -5.6* | -0.43
CC1CCCCN1C(=O)CSc1nc2ccccc2n1CC(=O)N1CCc2ccccc21 (stereo not drawn) | i | 1.69
COC(=O)c1oc2ccc(Br)cc2c1NC(=O)CCCN1C(=O)c2ccccc2C1=O | i | 0.09
Cc1ccc(Cc2nnc(SCC(=O)Nc3ccc(C)cc3C)[nH]c2=O)cc1 | i | 1.52
CC1(C)CC(=O)c2sc(NC(=O)CCS(=O)(=O)c3ccccc3)nc2C1 | i | -0.2
CC12CCC(C(=O)N(Cc3ccccc3)Cc3ccccc3)(OC1=O)C2(C)C (stereo not drawn) | i | -0.57
CCCCc1ccc(N=N/C(C(=O)Nc2ccccc2OC)=C(/C)O)cc1 | i | 0.58
CCOCCn1c(CN2CCN(C(c3ccccc3)c3ccccc3)CC2)nc2c1c(=O)n(C)c(=O)n2C | i | 0
COc1ccc2cc(C(c3nnnn3CC3CCCO3)N3CCOCC3)c(=O)[nH]c2c1 (stereo not drawn) | i | -0.17
COc1cc(C(=O)N2CCCc3ccccc32)c([N+](=O)[O-])cc1OC | i | 0.01
Cc1ncc(CO)c(CNc2ccc(-c3nc4ccccc4[nH]3)cc2)c1O | i | -0.02
COc1cccc(C(C(=O)NC2CCCC2)N(Cc2ccccc2OC)C(=O)c2ccco2)c1 (stereo not drawn) | i | 0.71
CC1CC(C)CN(C(=S)SCc2nc(N)nc(Nc3ccccc3)n2)C1 (stereo not drawn) | i | 1.36
Nc1nonc1-c1noc(-c2ccccc2Br)n1 | i | 0.68
COc1ccc(NC(C)=O)cc1NC(C)c1nc2sc(C)c(C)c2c(=O)[nH]1 (stereo not drawn) | i | -0.49
Cc1cc(C)c(C#N)c(N2CCN(c3ccc(F)cc3)CC2)n1 | i | -1.4
O=C(NC1=NCCS1)c1cc(-c2cccnc2)nc2ccccc12 | i | -0.25
Cc1ccccc1-c1nc(CS(=O)(=O)CC(=O)NCCCN2C(C)CCCC2C)c(C)o1 (stereo not drawn) | i | 1.09
CC(C(=O)NCCS(=O)(=O)c1ccc(Cl)cc1)S(=O)(=O)c1ccccc1 (stereo not drawn) | i | 0.53
CC(C)CN1C(=O)/C(=C(/C#N)C(=O)NC2CCCCC2)c2ccccc21 | i | 0.09
N/C(CSc1nc(-c2ccccc2)c(-c2ccccc2)o1)=N\O | i | 0.03
COc1cc(CCCN2C(=O)C(=O)NC[C@@H]2C(C)O)cc(OC)c1OC (stereo partly drawn) | i | -0.05
O=C(CN1C(=O)NC2(CCCC2)C1=O)N1CCN(c2ccccc2O)CC1 | i | -2.67
O=C1NCCCC2c3c(cc(Br)c(O)c3Br)OC12N1CCCCC1 (stereo not drawn) | i | -0.42
O=C(Nc1cnn(Cc2ccc(F)cc2)c1)C(c1ccccc1)c1ccccc1 | i | -2.57
O=C(OCCN(C1=NS(=O)(=O)c2ccccc21)c1ccccc1Cl)c1ccc(Cl)cc1 | i | 1.3
Cc1c(C(=O)N2CCOCC2)c(S(=O)(=O)Nc2ccc(Br)cc2F)c(C)n1C | i | -0.71
CC(C)N1C(=O)C2C(c3ccccc3O)NC(C)(C(=O)O)C2C1=O (stereo not drawn) | i | 0.39
O=C(CN1CCN(c2ccccn2)CC1)NCc1cccs1 | i | 0.43
CCn1c(SCC(=O)N2CCCCCC2)nc2c([nH]c3ccccc32)c1=O | i | 0.65
CCOC(=O)/C(C#N)=C/c1cc2cc(C)c(C)cc2nc1Cl | i | -0.87
CCCC[n+]1c(C)sc2ccc(C)cc21 | i | 0.16
COc1cc(C2Nc3ccc4ncccc4c3C3=C2C(=O)CC(C)(C)C3)cc(OC)c1O (stereo not drawn) | i | 0.89
COc1ccccc1NC(=O)NCC1(N(C)C)CCCCC1 | i | 1.98
